High-throughput results from PubChem.
TSHR antagonist: Antagonists of the Thyroid Stimulating Hormone Receptor: HTS campaign; Thyrotropin receptor (Homo sapiens), P16473; TSHR-expressing cells, TSH-stimulated cAMP HTRF, 2 h; active compounds read low; activity change, negative = inhibition, % at 11.5 µM; 0.2% of 330,000 active;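 active means activity change below a set negative limit, meaning inhibition stronger than a set level, cut at about -70% in these data; inconclusive means activity change between two set negative limits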; further: on the % scale 0 is the no-effect control and ±100 the full control effect
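Read-out is FRET at 665 nm (cryptate excitation 337 nm) from a cryptate-tagged anti-cAMP antibody, competed by cell cAMP against cAMP-d2. Compounds are tested on freshly harvested TSHR cells challenged with 4nM TSH (EC80) for 2 hours at 37 deg C.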
MBNL1-CUG inh: qHTS Assay for Inhibitors of MBNL1-poly(CUG) RNA binding; Muscleblind-like protein 1 (Homo sapiens), Q9NR56; 0.036% of 280,000 active; Potency, µM (titrated, usually from 57.5 µM), without a hit: at the top dose activity change, negative = inhibition, actives largely listed as inhibitors; TR-FRET MBNL1-His/biotin-(CUG)12 binding, 665/545 ratio; active means well fitted inhibition curve with a large enough effect in the signal ratio, with a control signal flat, not every such curve was filed as active; inconclusive means small, poorly fitted or top-dose-only effect, or effect the other way, or a change in a side signal; inactive means no such curve, though single readings can be large or run the other way; the % refers to the signal ratio; further: potency means the concentration at half of the fitted maximal effect; on the % scale 0 is the no-effect control and ±100 the full control effect
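Ratiometric TR-FRET (665 over 545 nm, excitation 340 nm) tracks disruption of MBNL1-His/biotin-(CUG)12 complex after 60 min at room temperature, with compounds at 92 nM to 58 uM final.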
Eya2 inh: qHTS Assay for Inhibitors of the Phosphatase Activity of Eya2; Protein phosphatase EYA2 (Homo sapiens), O00167; recombinant Eya2, OMFP fluorescence dephosphorylation (OMFP is methylfluorescein phosphate); 0.006% of 330,000 active; Potency, µM (series often up to 76.9 µM), for inactives: at the top dose activity, negative = inhibition, usual class: inhibitors; AID 488837, 2010; further: potency means the concentration at half of the fitted maximal effect; on the % scale 0 is the no-effect control and ±100 the full control effect
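Eya2 protein (added as 0.2 uM solution) was preincubated with compound for 10 min at ambient temperature in 50 mM HEPES pH 7.5, 50 mM NaCl, 5 uM MgCl2, 0.05% BSA, 1 mM DTT. OMFP (added at 50 uM) then reacted 10 min; fluorescence read at 485/525 nm.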
S-ASM inh: Inhibitors of Secretory Acid Sphingomyelinase (S-ASM): qHTS | 0.006% of 340,000 active | AID 504937, 2011 | Potency, µM (top dose mostly 57.5 µM), inactives show at the highest dose activity change, negative = inhibition, actives largely listed as inhibitors | placental ASM, HMU-PC fluorogenic substrate, 60 min | Sphingomyelin phosphodiesterase (Homo sapiens), P17405; further: potency means the concentration at half of the fitted maximal effect
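qHTS format. ASM enzyme prepared from human placenta hydrolyses the fluorogenic substrate HMU-PC0 (9 uM final) over 60 min at 37 °C after a 10 min compound preincubation.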
Chronic BCR inh: qHTS Assay to Find Inhibitors of Chronic Active B-Cell Receptor Signaling; ABC-DLBCL IkBa-CBG/CBR reporter, luminescence ratio, 4 h; 0.05% of 340,000 active; Potency, µM (series often up to 46.1 µM), inactives show at the highest dose ratio change, negative = lower green/red ratio, actives largely listed as inhibitors; active means well fitted inhibition curve with a large enough effect in the signal ratio, with a control signal flat, not every such curve was filed as active; inconclusive means small, poorly fitted or top-dose-only effect, or effect the other way, or a change in a side signal; the % refers to the signal ratio;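 further: potency means the concentration at half of the fitted maximal effect; plate controls were basal doxycycline-induced cells for no effect and cells given 10 µM MG132 for full effect; MG132 reads +100%, hits lower the ratio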
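Doxycycline induced both beetle luciferases in TMD8 lymphoma cells; IKK-driven degradation limits the IkappaBalpha-fused green signal, while red luminescence normalises for cell number and nonspecific effects. Compounds tested up to 46 uM, 4 hrs.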
KCNH2 WT inh: qHTS for Inhibitors of KCHN2 3.1: Wildtype qHTS; Voltage-gated inwardly rectifying potassium channel KCNH2 (Homo sapiens), Q12809; U2OS, BacMam KCNH2, thallium flux FluxOr; active compounds read low; activity change, % at 1.84 µM; 0.37% of 340,000 active; AID 720551, 2013;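 active means maximum activity change below -70%; inconclusive means maximum activity change between -70% and -50%; inactive means maximum activity change above -50%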; further: on the % scale 0 is the no-effect control and ±100 the full control effect
Target sequence (Q12809 whole entry, looked up): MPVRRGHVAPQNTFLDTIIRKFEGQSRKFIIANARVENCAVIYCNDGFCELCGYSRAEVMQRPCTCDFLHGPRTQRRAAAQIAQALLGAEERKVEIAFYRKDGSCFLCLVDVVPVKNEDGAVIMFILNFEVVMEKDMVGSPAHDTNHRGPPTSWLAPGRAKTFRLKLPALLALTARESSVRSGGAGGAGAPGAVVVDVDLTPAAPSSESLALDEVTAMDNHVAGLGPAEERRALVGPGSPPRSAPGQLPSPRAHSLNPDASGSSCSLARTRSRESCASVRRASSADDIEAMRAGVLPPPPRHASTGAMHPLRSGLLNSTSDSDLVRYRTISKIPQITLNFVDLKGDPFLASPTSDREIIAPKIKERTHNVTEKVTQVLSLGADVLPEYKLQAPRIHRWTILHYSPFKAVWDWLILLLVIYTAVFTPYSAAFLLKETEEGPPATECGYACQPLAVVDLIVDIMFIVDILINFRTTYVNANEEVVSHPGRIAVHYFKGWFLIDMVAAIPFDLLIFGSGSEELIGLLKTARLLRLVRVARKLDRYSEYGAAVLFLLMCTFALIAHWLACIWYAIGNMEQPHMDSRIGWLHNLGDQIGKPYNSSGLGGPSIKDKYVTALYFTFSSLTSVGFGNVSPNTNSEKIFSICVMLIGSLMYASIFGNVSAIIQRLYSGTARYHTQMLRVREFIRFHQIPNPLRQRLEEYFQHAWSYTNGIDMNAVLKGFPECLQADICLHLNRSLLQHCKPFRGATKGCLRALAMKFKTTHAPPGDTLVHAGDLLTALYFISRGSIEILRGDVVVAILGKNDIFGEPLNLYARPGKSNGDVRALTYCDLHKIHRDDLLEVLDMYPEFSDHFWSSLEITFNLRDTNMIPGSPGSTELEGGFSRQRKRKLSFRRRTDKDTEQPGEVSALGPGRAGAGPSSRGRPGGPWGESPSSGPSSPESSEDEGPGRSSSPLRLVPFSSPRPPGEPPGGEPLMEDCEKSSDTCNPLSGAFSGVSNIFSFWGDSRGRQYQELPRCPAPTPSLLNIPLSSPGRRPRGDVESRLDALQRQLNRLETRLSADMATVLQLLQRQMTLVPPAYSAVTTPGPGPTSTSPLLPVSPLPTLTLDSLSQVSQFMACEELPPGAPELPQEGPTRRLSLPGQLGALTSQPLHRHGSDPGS
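U2OS cells were transduced with wild-type KCNH2 virus (2.03 x 10^8 / mL) for 4 h at room temperature, then cultured overnight at 37 C. Thallium flux was read with FluxOr dye. Rate constants were normalized to DMSO controls.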
USP2a block: qHTS Assay for Inhibitors of Ubiquitin-specific Protease USP2a Using CHOP2 as the Reporter; Ubiquitin carboxyl-terminal hydrolase 2 (Homo sapiens), O75604; USP2 core, Ub-CHOP2 coupled fluorogenic reporter, 485/531; Potency, µM (titrated, usually from 38.3 µM), without a hit: at the highest dose activity change, negative = inhibition, actives largely listed as inhibitors; 0.01% of 330,000 active; AID 463254, 2010;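 further: potency means the concentration at half of the fitted maximal effect; plate controls were DMSO wells for no effect and full inhibition by NEM control for full effect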
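Deubiquitinase activity read as fluorescence (485/531 nm) after Ub-CHOP2 cleavage activates the enterokinase reporter on its substrate; USP2 core 10nM, Ub-CHOP2 and substrate 25nM each, 30min compound preincubation then 60min RT; data normalized to NEM, curves fitted.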
PKM2 activator: qHTS Assay for Activators of Human Muscle isoform 2 Pyruvate Kinase | Potency, µM (titrated, usually from 57.5 µM), for the others: at the highest dose activation, usual class: activators | purified PKM2, Kinase-Glo ATP luminescence, activation; response scale: 0% is enzyme alone, no compound | Pyruvate kinase PKM (Homo sapiens), P14618 | 0.34% of 260,000 active; further: potency means the concentration at half of the fitted maximal effect; on the % scale 0 is the no-effect control and ±100 the full control effect; nearly all actives have a fitted effect of over 55% in size
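ATP formation by purified human PK-M2, quantified via coupled luciferase luminescence after 1 h at room temperature with 0.1 mM ADP and 0.5 mM PEP final.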
GALK inh: qHTS Assay for Inhibitors of Human Galactokinase (GALK); Potency, µM (series often up to 57.5 µM), without a hit: at the highest dose activity change, negative = inhibition, most hits filed as inhibitors; AID 1868, 2009; 0.007% of 270,000 active; Purified GALK, Kinase-Glo residual ATP luminescence; further: potency means the concentration at half of the fitted maximal effect; on the % scale 0 is the no-effect control and ±100 the full control effect
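Kinase-Glo Plus luminescence measured ATP left after a 1 h room-temperature reaction. The reaction used 5 nM GALK, 100 uM galactose and 35 uM ATP at pH 8.0 (20 mM HEPES, 5 mM MgCl2, 60 mM NaCl, 1 mM DTT, 0.01% BSA).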
Mito fusion act: qHTS Assay for Small Molecule Inhibitors of Mitochondrial Division or Activators of Mitochondrial Fusion; 0.23% of 320,000 active; AID 485298, 2010; S. cerevisiae fusion-defective mutant growth rescue, CellTiterGlo 48 h; Potency, µM (highest dose often 46.1 µM), inactives show at the highest dose growth rescue (activation), actives largely listed as activators;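 further: potency means the concentration at half of the fitted maximal effect; % of control where 0% means no effect; nearly all actives have a fitted effect of over 45% in size; temperature-sensitive fusion mutants such as fzo1-1 at 37 °C on non-fermentable ethanol glycerol medium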
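Luminescent cell viability in 1536-well qHTS format served as the measure of rescued growth in ts fusion-mutant S. cerevisiae cultured on non-fermentable YPEG for 48 hours at 37C.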
Menin MLL FP TR: qHTS Assay for Inhibitors Targeting the Menin-MLL Interaction in MLL Related Leukemias: Competition With Texas Red Labeled MLL-derived Mutant Peptide; 0.23% of 270,000 active; O00255; Potency, µM (titrated, usually from 61.6 µM), without a hit: at the highest dose FP activity change, negative = inhibition, hits mostly inhibitors; Menin + Texas Red MLL mutant peptide, fluorescence polarization; active means well fitted inhibition curve with a large enough effect in the polarisation, with a control signal flat, not every such curve was filed as active; inconclusive means small, poorly fitted or top-dose-only effect, or effect the other way, or a change in a side signal; inactive means no such curve, though single readings can be large or run the other way; the % refers to the polarisation; further: potency means the concentration at half of the fitted maximal effect; % of control where 0% means no effect; many of its hits are not listed in these tables
Active calls of the source: *; ? = inconclusive; . = not tested or not shown; [ ] = another dose, or the depositor's remark. Unless noted, the call rests on the fitted dose curve; in most records, active means well fitted curve in the direction sought with a large enough effect; inconclusive means small, poorly fitted or top-dose-only effect, or another doubt; inactive means no such curve, though single readings can be large; an effect the other way counts as inactive or inconclusive.

SMILES	TSHR antagonist	MBNL1-CUG inh	Eya2 inh	S-ASM inh	Chronic BCR inh	KCNH2 WT inh	USP2a block	PKM2 activator	GALK inh	Mito fusion act	Menin MLL FP TR
COc1ccc(OC)c(S(=O)(=O)Nc2ccc(O)c3ccccc23)c1	21.8	?	8.5%	0.3%	?	-12.8	1.1%	?	0.8%	-8.0%	?
Cc1ccnn1-c1ccc(C(=O)N2CCCN(S(=O)(=O)c3ccc(F)cc3)CC2)cc1	1.0	.	5.5%	1.7%	-0.1%	24.6	1.9%	.	.	9.3%	.
NS(=O)(=O)c1ccc(NC(=O)Cn2nc(C(=O)O)c3ccccc3c2=O)cc1	4.9	18.3%	-6.1%	-0.6%	0.3%	3.5	-1.0%	.	-2.5%	-1.5%	13.4%
CN(C)c1ccc(C(=O)NCC(c2cccs2)N2CCOCC2)cc1[N+](=O)[O-] (stereo not drawn)	-5.9	.	0.0%	-4.6%	?	3.4	-0.8%	.	.	-0.8%	.
O=S(=O)(NCc1cccnc1)c1cccc2nsnc12	-0.3	?	-16.7%	0.1%	-8.7%	-21.8	0.7%	0.4%	0.7%	0.7%	-3.5%
COC(=O)c1cc(O)cc(OC)c1C(=O)c1c(O)cc(C)cc1O	-9.7	2.8%	-12.9%	3.7%	?	-3.5	3.6%	4.0%	-1.2%	-2.8%	.
O=C(CCN1C(=O)S/C(=C/c2ccccc2)C1=O)Nc1ccc(C(=O)O)c(O)c1	3.5	?	8.1%	2.0%	-11.7%	11.2	-0.6%	.	-0.7%	?	.
O=C(CSc1nc2ccccc2o1)Nc1ccccc1	3.5	-3.4%	-11.0%	2.0%	-7.3%	-6.5	0.0%	-0.3%	-1.6%	11.4%	34.4%[activator]
CC1(C)CC(=O)C=C(NCc2ccccc2)C1	-3.0	-6.2%	-21.7%	5.7%	1.5%	5.0	1.3%	3.0%	-2.1%	-2.8%	?
CC1CCN(S(=O)(=O)c2cccc(C(=O)Nc3ccccn3)c2)CC1	-0.9	-4.7%	4.7%	-1.1%	-3.1%	-0.1	-1.8%	1.0%	-2.3%	-4.3%	4.5%
CC1C(=O)O[C@@H]2C[C@@H](C)[C@@H]3CCC(=O)[C@@]3(C)[C@@H](O)[C@H]12 (stereo partly drawn)	1.1	-1.6%	3.8%	7.5%	4.7%	0.6	5.6%	-3.0%	1.6%	-5.0%	.
COc1ccc(CC(=O)NCC(=O)Nc2ccccc2Br)cc1	-0.8	-11.7%	3.5%	-0.9%	0.5%	-8.2	0.2%	0.4%	-5.4%	0.4%	-0.3%
CC(=O)c1ccc(NC(=O)C2CCCN2S(=O)(=O)c2cccc3cccnc23)cc1 (stereo not drawn)	4.1	6.8%	-6.6%	-2.9%	-9.6%	37.5	0.3%	-4.1%	4.2%	0.7%	-2.1%
CS/C(=C(/C#N)S(=O)(=O)c1ccc(Cl)cc1)N1CCOCC1	14.2	-6.9%	-6.3%	3.5%	-0.2%	-11.0	-1.6%	-4.9%	5.1%	-7.0%	.
NS(=O)(=O)c1cc(C(=O)OCC(=O)NC2CC2)ccc1Cl	1.1	-9.2%	-10.2%	4.3%	-2.1%	-2.8	0.1%	0.1%	-2.9%	0.6%	-1.1%
O=C(Nc1cccc2ncccc12)c1cccc(F)c1	6.6	9.0%	-11.0%	0.7%	-11.6%	-16.0	0.0%	-3.0%	6.4%	-1.2%	-15.8%
O=C(CCOc1ccccc1)Nc1ccnn1C1CCN(Cc2ccc(F)cc2)CC1	47.0	-5.1%	8.2%	-0.8%	-2.2%	13.4	1.9%	0.0%	-6.5%	-1.1%	.
CC(C)Cn1c(=O)c(C(=O)Nc2cnccn2)c(O)c2ccccc21	1.9	-8.4%	-2.7%	2.5%	12.6%	1.4	0.1%	-11.1%	-0.1%	-4.1%	-12.2%
COCCn1nnnc1C(c1cccc(OC)c1OC)N1CCN(C(=O)c2ccco2)CC1 (stereo not drawn)	-0.5	1.7%	-0.9%	4.2%	4.8%	2.7	2.2%	.	-0.7%	-2.5%	.
Cc1cc(C(=O)c2cnc(/N=C/N(C)C)s2)c(F)cc1Cl	0.6	.	9.5%	135.4%[activator]	?	5.7	0.2%	0.9%	2.2%	-1.0%	-2.5%
Cc1[nH]c2ccccc2c1C(=O)CN1C(=O)NC2(CC(C)CC(C)(C)C2)C1=O (stereo not drawn)	-7.7	-14.0%	7.8%	?	3.5%	-5.2	2.3%	5.9%	0.0%	2.3%	12.1%
CC(C)Sc1nc(N2CCOCC2)c2c3c(sc2n1)COC(C)(C)C3	0.8	-14.9%	-15.1%	-7.5%	2.5%	-1.0	0.3%	-3.1%	-3.6%	1.1%	.
Cc1cc(C(=O)CSc2nnnn2C)c(C)n1C1CC1	6.2	-3.0%	-0.1%	4.5%	9.4%	-8.5	-5.3%	0.1%	0.0%	-22.3%	0.3%
CCOc1ccc(-c2nc3scc(-c4cccs4)c3c(=O)[nH]2)cc1	-2.7	8.2%	-6.3%	488.7%[activator]	4.9%	-5.2	0.2%	-35.7%	1.1%	2.7%	?
CCOC(=O)N1CCN(C(=O)CSc2nc(C)nc3c2c(=O)n(C)c(=O)n3C)CC1	-0.5	0.6%	12.6%	-0.3%	-5.8%	3.7	2.7%	-1.5%	8.6%	5.0%	2.8%
O=C(c1ccc(COc2ccccc2Br)o1)N1N=C(C(F)F)CC1(O)C(F)F (stereo not drawn)	25.1	10.6%	-6.7%	-21.4%	-4.1%	-0.2	-0.3%	5.0%	2.5%	-1.0%	2.1%
Cn1c(SCc2ccccc2)nnc1-c1cccs1	-0.2	-5.6%	-3.3%	2.1%	?	-25.3	0.7%	2.7%	3.6%	2.1%	-1.1%
CCN(CC)C(=O)c1cc2cc([N+](=O)[O-])ccc2s1	0.5	?	11.4%	1.7%	?	-4.9	-1.7%	2.6%	0.6%	0.3%	-8.8%
Cc1ccnc(NC(=O)c2cccc(OC(F)F)c2)n1	-1.2	-0.4%	23.7%	1.9%	-23.9%	7.6	-0.8%	.	-1.4%	17.2%	17.1%
COc1ccccc1N1CCN(CCC(=O)Nc2ccc3c(c2)OCO3)CC1	1.4	5.1%	-11.5%	-0.4%	20.5%	-7.9	-1.7%	-3.2%	1.8%	-0.9%	2.8%
CCN(C#N)c1nc(NC(C)C)nc(NC(C)C)n1	-4.5	-1.8%	-18.0%	2.2%	2.0%	2.7	1.2%	-0.1%	-0.1%	5.7%	16.8%
O=C(NC1CCCCC1)C(c1cccs1)N(CCCN1CCOCC1)C(=O)c1ccc(-c2ccccc2)[nH]1 (stereo not drawn)	31.4	-6.4%	4.8%	-0.9%	?	13.5	-15.5%	-10.2%	6.2%	-5.8%	?
Cc1cc(C)cc(C(=O)N2CCC(CCC(=O)NC3CC3)CC2)c1	24.0	-6.0%	-11.9%	-3.7%	-4.0%	8.7	1.6%	-7.7%	-1.7%	0.0%	.
CN1CCOCCOCCOCCN(C)C1=S	-5.3	8.3%	2.3%	-4.1%	0.1%	-17.6	0.2%	-9.1%	-0.9%	-2.5%	-0.6%
CCN(c1ccccc1)S(=O)(=O)c1ccc(C(=O)N(C)Cc2cccs2)cc1	.	.	-12.8%	1.3%	?	-2.5	1.4%	.	.	.	.
O=C(CCN1C(=O)S/C(=C\c2ccccc2)C1=O)NC1CCS(=O)(=O)C1 (stereo not drawn)	-9.0	23.8%	4.9%	-1.5%	?	-27.9	5.0%	.	-5.8%	0.0%	.

This is a subset (hit frequency here may not be typical).
